HepG2 viability: kills HepG2 cells in TGF-b inhibitor counter-screen; HepG2 CAGA-GFP viability, ATP luminescence, 18 h; Potency, µM (top dose mostly 46.1 µM), for inactives: at the highest dose activity change, negative = cytotoxicity, actives largely listed as cytotoxic; 0.76% of 410,000 active; AID 588856; note: potency is the fitted concentration of half-maximal effect; some results filed as inactive show a strong effect at the top dose
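CellTiter-Glo luminescence gave cytotoxicity after 18 hours at 37 degrees C. The cells were HepG2 CAGA-GFP in 1% FBS DMEM, stimulated with 500 pg/mL TGF-beta after compound addition. %Activity was normalised to no-cell wells (complete cell-killing) and DMSO (no toxicity), and curves were fitted and classified.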
CCT modulator: changes cytosolic chaperonin activity; purified chaperonin ATPase assay, HTRF ADP detection, 30 min; activity change, % (no concentration beside the values), hits read low; 0.3% of 360,000 active; in the data active = activity change below about -30%; note: % is set by controls: 0 for no effect and ±100 for the full control effect
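TRiC (40 or 20 nM final, by batch activity) in 30 mM Tris pH 7.4, 100 mM KCl, 5 mM MgCl2, 1 mM DTT was treated with compound at 76 uM single dose, then 10 uM ATP, 30 min at 37 °C. ADP was read by HTRF Transcreener.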
Abeta rescue: A-beta toxicity reversal in yeast. yeast expressing A-beta42, growth rescue, OD600, 48 h; response scale: 0% DMSO, 100% iron-clioquinol control. Potency, µM (top dose mostly 46.1 µM), without a hit: at the highest dose growth rescue, usual class: activators. 0.063% of 410,000 active; note: potency is the fitted concentration of half-maximal effect; nearly all actives have a fitted effect of over 55% in size
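Yeast growth medium received pinned compounds, then yeast cells expressing toxic A-beta were added; plates incubated at 30 C for 48 hr. Growth read as absorbance at 600 nm, normalized to DMSO and equimolar FeCl3 plus clioquinol controls.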
Nrf2 block: Nrf2 pathway inhibition. A549 ARE-Fluc reporter, luciferase luminescence, 18-24 h. Potency, µM (top dose mostly 46 µM), for inactives: top-dose activity change, negative = inhibition, actives largely listed as inhibitors. 2.1% of 360,000 active. AID 504444; note: potency is the fitted concentration of half-maximal effect; % is set by controls: 0 for no effect and ±100 for the full control effect; nearly all actives have a fitted effect of over 60% in size
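A549 ARE_Fluc cells (5000/well, 5% FBS OPTI-MEM) pre-incubated 2 h, then treated with compounds 18-24 h at 37C/5% CO2 in concentration-response. CellTiter-Fluor viability read first; BugLite luciferase luminescence after 15 min at room temperature gives Nrf2 activity.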
TGFb SMAD3 inh: blocks TGF-b signaling. HepG2 CAGA-GFP TGF-b/SMAD3 reporter, GFP fluorescence, 18 h; TGF-beta stimulated, 500 pg/mL final. Potency, µM (titrated, usually from 46.1 µM), without a hit: at the highest dose activity, negative = inhibition, hits mostly inhibitors. 1.2% of 410,000 active. AID 588855; note: potency is the fitted concentration of half-maximal effect; % is set by controls: 0 for no effect and ±100 for the full control effect; nearly all actives have a fitted effect of over 65% in size
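Using HEPG2 CAGA-GFP reporter cells at 1000 cells/well, we pinned test compounds, stimulated with recombinant TGF-beta (500 pg/mL final) and measured total well GFP after 18 h.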
A549 viability: kills or reduces viability of A549 cells in Nrf2 counter-screen; A549 ARE-Fluc cells, CellTiter-Fluor viability, 18-24 h; Potency, µM (top dose mostly 46 µM), for the others: top-dose activity change, negative = cytotoxicity, most hits filed as inhibitors; 0.16% of 390,000 active; AID 504648; note: potency is the fitted concentration of half-maximal effect; % is set by controls: 0 for no effect and ±100 for the full control effect
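Cytotoxicity counterscreen: CellTiter-Fluor fluorescence was measured in A549 ARE_Fluc cells after 18-24 h of compound exposure in a concentration series. The subsequent BugLite luminescent read reports ARE-luciferase activity.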
Nrf2 activator: activators of Nrf2 (ARE) signaling | AREc32 ARE-luciferase reporter (MCF7-derived line), luminescence, 24 h | 0.31% of 410,000 active | Potency, µM (series often up to 46.1 µM), without a hit: at the top dose activation, usual class: activators; note: potency is the fitted concentration of half-maximal effect; % of control where 0% means no effect; nearly all actives have a fitted effect of over 65% in size
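Luminescent ARE reporter assay in AREc32_Fluc cells: overnight plating at 37 deg C, 24 hr compound incubation, Steady-Glo added, 30 min RT before reading.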
pAkt inh: Akt phosphorylation inhibition; Neuro2A IGF-stimulated pAkt S473 HTRF, 20 min; hits give low values; 0.32% of 360,000 active; activity change, % for hits at 50 µM; AID 651550; in the data active = activity change below about -80%; inconclusive = mostly about -51% to -80%; note: % is set by controls: 0 for no effect and ±100 for the full control effect
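Neuro2A cells in DMEM with 0.5% FBS, overnight at 37 deg C, given compound at single 50 µM final, then IGF (6 nM final) for 20 min at 37 deg C. Lysed; phospho-Akt Ser473 by HTRF after 24 h, 665/615 ratio.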
Mm-Cpn inhibitor: blocks the Methanococcus maripaludis chaperonin Mm-Cpn; 0.031% of 330,000 active; Potency, µM (doses to about 76.9 µM), without a hit: at the top dose activity, negative = inhibition, hits mostly inhibitors; purified Mm-Cpn ATPase, ADP Transcreener TR-FRET; note: potency is the fitted concentration of half-maximal effect; % is set by controls: 0 for no effect and ±100 for the full control effect; nearly all actives have a fitted effect of over 80% in size
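Reaction buffer contained 30 mM Tris pH 7.4, 100 mM KCl, 5 mM MgCl2 and 1 mM DTT. Mm-CPN (25 nM final) hydrolysed 10 uM ATP over 30 min at 37°C; ADP was read by HTRF.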
The depositor's hits bear a star; i = inactive; u = inconclusive; x = no result given; [ ] = remark or other dose. Unless noted, calls come from the whole dose curve; as a rule, active = well fitted curve in the direction sought with a large enough effect; inconclusive = small, poorly fitted or top-dose-only effect, or another doubt; inactive = no such curve, though single readings can be large; an effect the other way counts as inactive or inconclusive. Rows were taken by chance; overall some 4.3% were active at least once.

SMILES	HepG2 viability	CCT modulator	Abeta rescue	Nrf2 block	TGFb SMAD3 inh	A549 viability	Nrf2 activator	pAkt inh	Mm-Cpn inhibitor
CCN(CC)CCNC(=O)c1ccc(NC(=O)C2CCN(c3ncnc4sc(C)c(C)c34)CC2)cc1	-44%	-2.1	18%	-7%	u	u	0.0%	i	0%
Cc1ccccc1NC(=O)/C(=C/c1ccccc1)c1ccccc1	-4%	-16	-16%	7%	-1%	-7%	2.6%	i	2%
Cc1ccc(NC(=O)C2CSC3(C)CCC(=O)N23)cc1S(=O)(=O)N1CCOCC1 (stereo unspecified)	4%	-1.6	14%	-8%	-1%	2%	-0.9%	i	0%
Cc1cc(C)n(CC2CC(=O)N(c3ccc(Cl)c(Cl)c3)C2=O)n1 (stereo unspecified)	-19%	-0.8	11%	-1%	-1%	-9%	-0.4%	i	0%
Cc1cc(C)nc(-n2nc(C)cc2NC(=O)CN2CCc3ccccc3C2)n1	-32%	1.6	u	-4%	-15%	-5%	1.6%	i	-1%
Cc1ccc(N2CC(C(=O)Nc3nccs3)CC2=O)cc1 (stereo unspecified)	8%	-2.2	7%	x	-9%	5%	0.2%	i	1%
CCOc1ccc(/C(O)=C2/C(=O)C(=O)N(c3ncccn3)C2c2ccccc2)cc1 (stereo unspecified)	-8%	-1.9	-19%	12%	-2%	10%	0.3%	i	-10%
CCCN1C(=O)/C(=N\OCC(=O)NCC(F)(F)F)c2ccccc21	8%	-1.4	12%	5%	-11%	-2%	-0.3%	i	4%
Cc1onc(-c2ccccc2)c1C(=O)Nc1cccnc1	-26%	-4.0	3%	-6%	0%	-13%	0.8%	i	1%
Cc1cc(C)cc(C(=O)Nc2ccc(-c3cn4cccnc4n3)cc2)c1	-34%	x	-6%	9.2µM*	u	0%	-0.5%	x	x
Cc1ccc(C)n1-c1nn(S(=O)(=O)c2cccc3cccnc23)c2cccc(F)c12	11%	0.3	-18%	5%	7%	2%	-0.4%	i	-1%
Cc1cc2nc(-c3ccc(SCC(=O)Nc4ccc5c(c4)OCCO5)nc3)[nH]c2cc1C	-43%	-1.8	-3%	u	-13%	-13%	-0.4%	i	u
COc1ccc(CCNC(=O)C2CCCN(S(=O)(=O)c3ccccc3)C2)cc1 (stereo unspecified)	-2%	-5.3	18%	-12%	u	-5%	-0.3%	i	0%
CCOC(=O)c1ccc2c(c1)nc(SC/C(O)=C(\C#N)c1nc3ccccc3[nH]1)n2CC	-14%	-2.3	8%	7%	-4%	0%	7.1%	i	-11%
COc1ccc(C2SCC(C(=O)O)N2C(C)=O)cc1 (stereo unspecified)	5%	-1.0	37%	-3%	-11%	-4%	-0.9%	i	2%
COc1ccc(N(C(=O)c2cccc(OC)c2OC)C2C=CS(=O)(=O)C2)cc1 (stereo unspecified)	1%	-0.7	10%	-4%	1%	-6%	-0.7%	i	0%
Cc1ccccc1Nc1nc(N)nc(COC(=O)c2nn(C)c(=O)c3ccccc23)n1	-6%	2.7	3%	x	4%	x	-0.2%	i	x
CCC(CO)Oc1cc(NCc2cccnc2)c2ncn(C(C)C)c2c1 (stereo unspecified)	-7%	-1.6	-8%	-10%	0%	-15%	-0.4%	i	1%
C#CCOCCOCCOCCNc1nc(N2CCN(C(=O)[C@H](Cc3ccc(O)cc3)n3cc([C@@H](N)CC(C)C)nn3)CC2)nc(N2CCN(C(=O)[C@H](Cc3cc4ccccc4[nH]3)n3cc([C@@H](N)CC(C)C)nn3)CC2)n1	1%	-2.4	8%	9%	1%	1%	0.2%	i	x
Oc1ccc(Nc2nc(-c3ccccc3F)nc3ccccc23)cc1	-13%	-2.9	-14%	-23%	2%	-13%	-1.0%	i	3%
COc1cc(OC)cc(C(=O)Nc2cc3nn(-c4ccccc4)nc3cc2Cl)c1	-53%	x	-17%	u	0%	25%	11%	x	x
COCCNC(=O)c1cccc(OC2CCN(Cc3ccc(C(=O)OC)cc3)CC2)c1	-2%	1.9	-7%	7%	-27%	6%	0.1%[9.22 µM]	i	1%
Cc1cc(C)cc(NC(=O)C2CCCN(C(=O)c3cnn(-c4ccccc4)c3-n3cccc3)C2)c1 (stereo unspecified)	-22%	x	2%	u	u	-13%	-0.2%	x	x
COc1cccc(NC(=O)C(C)Sc2nnc(C3CC3)n2C2CC2)c1 (stereo unspecified)	-1%	0.8	1%	-8%	4%	0%	-0.6%	i	0%
CSc1cc(-c2ccccc2)n(Cc2c(Cl)cccc2Cl)c(=O)c1C#N	-17%	-1.3	3%	x	-26%	-5%	0.0%	i	-1%
CCc1ccccc1NC(=O)CN1CCN(C(=O)CNC(=O)c2ccc(N3CCCC3=O)cc2)CC1	-8%	-0.5	-7%	-3%	-19%	5%	-0.2%	i	-2%
COc1ccc(OC)c(NC(=O)c2cc3c(=O)n4ccccc4nc3n2C)c1	-4%	0.1	12%	27%	1%	7%	0.3%	i	1%
CC1CCN(C(=O)CSc2nc(=O)n3ccccc3n2)CC1	-17%	0.0	6%	u	-10%	-13%	-0.6%	i	-3%
O=C(Cc1ccccc1)c1nc2ccccc2s1	-62%	-0.6	0%	30%	-18%	-12%	14%	i	-2%
CCc1ccc(C(=O)OCC(=O)NC2CCCC2)cc1	3%	2.6	-7%	-2%	-2%	1%	-0.6%	i	3%
Cc1cc(NC(=O)CSc2nc3c([nH]c4ccccc43)c(=O)n2-c2ccccc2)no1	-17%	x	-24%	x	u	1%	4.4%	x	x
O=C(NCCCl)Nc1ccc(Cl)c([N+](=O)[O-])c1	-8%	-0.2	-3%	-15%	-11%	1%	-0.9%	i	1%
O=[N+]([O-])c1cc(C(F)(F)F)ccc1NN=C1CCCC1	14%	-0.3	4%	1%	2%	-1%	0.3%	i	0%
O=C(/C=C/c1ccc(F)cc1)NC(=S)N1CCN(c2ccccn2)CC1	-25%	0.2	1%	u	-28%	2%	4.9%	i	0%
COc1cc2sc3ccc(-c4ccc(N(C)C)nc4)cc3c(=O)c2cc1OC	5%	-0.6	-7%	u	u	-4%	6.6%	i	x
C=Cc1ccc(Cn2c(C(=O)O)c(CNCCc3ccccc3)c3ccc(C)cc32)cc1	-111%	x	-3%	u	u	u	-2.9%	x	x
COc1ccc(S(=O)(=O)NCC2CCCN(C(=O)CSC)C2)cc1 (stereo unspecified)	-1%	0.0	1%	4%	3%	-3%	0.0%	i	1%
Cc1ccc(-c2cc(C(F)F)nc(N3CCC(C)CC3)n2)cc1	13%	2.1	2%	u	6%	-1%	0.0%	i	2%
CCCS(=O)(=O)NCc1cn2cccc(C)c2n1	2%	-0.7	8%	12%	-6%	0%	0.0%	i	1%
COCCC(=O)N1CCC(Oc2ccc(C(=O)N(C)C3CCCCC3)cc2)CC1	-3%	-2.2	-7%	-17%	3%	0%	1.1%	i	0%
O=C(O)c1cccc(-c2ccc(/C=N/Nc3ccc([N+](=O)[O-])cc3)o2)c1	-4%	-1.5	-5%	1%	12%	-11%	4.4%	i	-1%
O=C1NN(c2ccccc2)C(=O)C1=Cc1ccccc1	-23%	-0.8	14%	x	-7%	x	0.0%	i	x
COc1ccc(S(=O)(=O)NC(=O)C2(C)CCN2C(=O)c2cccc(F)c2)cc1 (stereo unspecified)	15%	-0.3	5%	x	9%	x	0.0%[9.22 µM]	i	x
O=C(CSc1nnc(COc2ccc3c(c2)CCCC3)o1)Nc1ccc(F)cc1	5%	-2.8	2%	12%	-17%	2%	0.0%	i	-1%
COc1ccc2c(c1)sc1ncc(C(=O)NCc3cccc(C)c3)c(=O)n12	9%	x	-12%	0%	4%	1%	3.1%	x	x
COC(=O)c1ccc2nc(C)cc(Nc3ccc(N(C)C)cc3)c2c1	-22%	-0.9	2%	-7%	-19%	-10%	4.1%	i	-1%
CCCCN1CC(COCc2ccccc2)OCCS1(=O)=O (stereo unspecified)	-2%	-0.2	3%	6%	2%	7%	-1.3%	i	x
CCOC(=O)c1c(/N=C/c2ccccc2O)sc2c1CCC2	5%	0.0	-1%	1%	-22%	0%	0.5%	i	1%
O=C(Nc1ccc(S(=O)(=O)Nc2nccs2)cc1)C1=NN(c2ccccc2)C(=O)CC1	-14%	0.8	10%	2%	1%	-2%	0.2%	i	-2%
C=CC(=O)Nc1ccc(Nc2ccnc(Nc3ccc(N4CCN(C)CC4)cc3)n2)cc1	-28%	1.5	19%	15µM*	u	9.2µM*	7.1%	i	x
N=C(N)N=Nc1c(O)[nH]c2ccc(Br)cc12	-12%	-2.5	-18%	-9%	-8%	2%	3.6%	i	-4%
COc1ccc(C(=O)C2CCCCC2=O)cc1 (stereo unspecified)	-18%	-0.3	1%	-23%	2%	-15%	-1.2%	i	1%

No new results follow: entries from further up.
SMILES	HepG2 viability	CCT modulator	Abeta rescue	Nrf2 block	TGFb SMAD3 inh	A549 viability	Nrf2 activator	pAkt inh	Mm-Cpn inhibitor
O=C(Nc1ccc(S(=O)(=O)Nc2nccs2)cc1)C1=NN(c2ccccc2)C(=O)CC1	-14%	0.8	10%	2%	1%	-2%	0.2%	i	-2%
C=CC(=O)Nc1ccc(Nc2ccnc(Nc3ccc(N4CCN(C)CC4)cc3)n2)cc1	-28%	1.5	19%	15µM*	u	9.2µM*	7.1%	i	x

2 of these compounds, reformatted.
Results follow in this order: HepG2 viability, CCT modulator, Abeta rescue, Nrf2 block, TGFb SMAD3 inh, A549 viability, Nrf2 activator, pAkt inh, Mm-Cpn inhibitor
- COC(=O)c1ccc2nc(C)cc(Nc3ccc(N(C)C)cc3)c2c1
  -22%, -0.9, 2%, -7%, -19%, -10%, 4.1%, i, -1%
- CCCCN1CC(COCc2ccccc2)OCCS1(=O)=O (stereo unspecified)
  -2%, -0.2, 3%, 6%, 2%, 7%, -1.3%, i, x

Assay outcomes from PubChem BioAssay.
